# AmpC no deterg: AmpC beta-lactamase inhibition without detergent | P00811 | AmpC nitrocefin hydrolysis, absorbance 480 nm, 0.0001% Triton | Potency, µM (titrated, usually from 57.1 µM), for inactives: at the top dose activity change, negative = inhibition, actives largely listed as inhibitors | 330,000 tested, 0.52% active | AID 485341;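 further: potency means the concentration at half of the fitted maximal effect; plate controls were no compound for no effect and no enzyme for full effect; nearly all actives have a fitted effect of over 20% in size; some results filed as inactive show a strong effect at the top dose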
# Target sequence (P00811 whole entry, looked up): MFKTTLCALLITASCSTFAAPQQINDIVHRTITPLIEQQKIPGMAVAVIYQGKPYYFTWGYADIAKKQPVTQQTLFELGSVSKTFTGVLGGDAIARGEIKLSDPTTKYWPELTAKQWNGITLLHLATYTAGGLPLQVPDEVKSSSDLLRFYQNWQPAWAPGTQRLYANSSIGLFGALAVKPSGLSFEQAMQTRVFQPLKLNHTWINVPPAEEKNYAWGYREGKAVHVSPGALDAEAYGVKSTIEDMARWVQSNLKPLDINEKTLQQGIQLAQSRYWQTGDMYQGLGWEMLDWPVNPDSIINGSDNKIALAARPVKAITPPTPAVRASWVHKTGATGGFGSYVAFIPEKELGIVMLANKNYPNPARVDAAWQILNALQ
#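 AmpC (5.3 nM in the dispensed reagent) in 20 mM phosphate pH 7.0 with 0.01% (detergent screen) or 0.0001% Triton X-100 was preincubated with compounds for 15 min at room temperature. Nitrocefin was then added from an 800 uM solution, and hydrolysis was followed at 480 nm.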
# CHX counter: counter-screen hit for Shiga toxin inhibitors, cycloheximide. max response, %. 300,000 tested, 12% active. cell reporter, cycloheximide protein synthesis inhibition counterscreen. AID 2314; in the data active means max response mostly above about 13%, no sharp cut-off; inactive means mostly below about 14%; further: read at 38.3 µM for the half of the compounds with a filed dose; 0% is about no effect
# LmPK inhibitor: LmPK (Leishmania mexicana) enzyme inhibition; 290,000 tested, 0.37% active; purified LmPK, Kinase-Glo ATP luminescence, 1 h; Potency, µM (top dose mostly 57.5 µM), inactives show top-dose activity change, negative = inhibition, most hits filed as inhibitors; further: potency means the concentration at half of the fitted maximal effect; on the % scale 0 is the no-effect control and ±100 the full control effect
# Target sequence (Q27686 whole entry, looked up): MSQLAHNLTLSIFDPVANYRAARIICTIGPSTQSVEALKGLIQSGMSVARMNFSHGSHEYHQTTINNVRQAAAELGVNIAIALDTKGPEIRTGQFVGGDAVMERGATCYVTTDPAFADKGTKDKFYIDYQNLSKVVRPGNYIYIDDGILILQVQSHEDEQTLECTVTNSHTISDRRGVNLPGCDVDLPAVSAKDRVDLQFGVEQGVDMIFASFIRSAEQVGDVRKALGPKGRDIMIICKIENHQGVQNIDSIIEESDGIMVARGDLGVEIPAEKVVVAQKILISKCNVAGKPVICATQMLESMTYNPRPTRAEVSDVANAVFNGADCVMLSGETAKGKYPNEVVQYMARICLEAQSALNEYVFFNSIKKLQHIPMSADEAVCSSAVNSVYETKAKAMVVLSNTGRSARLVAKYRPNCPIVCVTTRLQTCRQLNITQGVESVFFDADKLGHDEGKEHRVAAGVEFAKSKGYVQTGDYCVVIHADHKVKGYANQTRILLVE
#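 ATP generated from ADP (0.1 mM) and PEP (0.5 mM) by 0.1 nM LmPK over 1 h at room temperature (pH 7.2 imidazole buffer) was detected by coupled luciferase luminescence. Values were normalized to uninhibited and no-enzyme wells.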
# Tb PYK inh: T. brucei pyruvate kinase inhibition; Q57TT1; TbPYK enzyme, Kinase-Glo Plus ATP luminescence, 45 min; Potency, µM (titrated, usually from 76.8 µM), for the others: at the highest dose activity, negative = inhibition, most hits filed as inhibitors; 410,000 tested, 0.12% active; AID 624173; further: potency means the concentration at half of the fitted maximal effect; on the % scale 0 is the no-effect control and ±100 the full control effect; nearly all actives have a fitted effect of over 50% in size
#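 T. brucei PYK with substrate was exposed to pin-transferred compounds across a concentration series, then started with 130 uM ADP (final). After 45 min at room temperature, Kinase-Glo Plus luminescence was read, normalized and curve-fitted.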
# Pf growth 48h: inhibits P. falciparum growth in the first generation, 48 h; 310,000 tested, 5.9% active; P. falciparum luciferase growth in erythrocytes, 48 h; Potency, µM (titrated, usually from 28.7 µM), inactives show at the highest dose activity change, negative = inhibition, actives largely listed as inhibitors; further: potency means the concentration at half of the fitted maximal effect; on the % scale 0 is the no-effect control and ±100 the full control effect
#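 Erythrocytes infected with P. falciparum carrying an integrated firefly luciferase reporter (2% hematocrit, 0.1% parasitemia final) were exposed to compounds in RPMI 1640 with 0.5% Albumax at 37 C, 5% CO2. Growth inhibition was scored as reduced luminescence.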
# Pf growth 96h: inhibits malaria parasite growth, 96 h. P. falciparum luciferase reporter growth, 96 h. Potency, µM (titrated, usually from 28.7 µM), for the others: at the top dose activity change, negative = inhibition, hits mostly inhibitors. 320,000 tested, 6.9% active. AID 504834; further: potency means the concentration at half of the fitted maximal effect; on the % scale 0 is the no-effect control and ±100 the full control effect
#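 Delayed-death screen, second-generation endpoint: infected erythrocytes, 2% hematocrit, 0.05% parasitemia final; 96 hours at 37 C, 5% CO2; luciferase detection reagent; luminescence decrease equals reduced growth.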
# Shiga inhibitor: inhibitors of Shiga toxin in Vero cells; Vero cells, Shiga toxin protein synthesis inhibition reporter; inhibition, % at 38.7 µM; 290,000 tested, 9.2% active; in the data active means inhibition mostly above about 28%, no sharp cut-off; inactive means mostly below about 43%; further: 0% is about no effect
# * marks the source's active call; other numbers are inactive results; ? = inconclusive; / = not tested or not shown; & = joins results of further samples; [ ] = remark or other dose. Unless noted, the call rests on the fitted dose curve; in most records, active means well fitted curve in the direction sought with a large enough effect; inconclusive means small, poorly fitted or top-dose-only effect, or another doubt; inactive means no such curve, though single readings can be large; an effect the other way counts as inactive or inconclusive.
SMILES | AmpC no deterg | CHX counter | LmPK inhibitor | Tb PYK inh | Pf growth 48h | Pf growth 96h | Shiga inhibitor
CSc1sc(-c2ccnc(=S)[nH]2)c(-c2ccccc2)c1C#N | -44% | -2 | 0% | 0% | 8% | -3% | -6
Cc1nnc(NC(=O)C(c2ccccc2)c2ccccc2)s1 | -17% | -6 | 2% | -4% | ? | ? | -9
COc1ccc(/C=C2\Oc3cc(OCC(=O)N4CCC(C(=O)O)CC4)ccc3C2=O)c(OC)c1OC | -7% | 9 | -7% | -6% | 11% | ? | 15
CCOC(=O)c1nn(-c2ccc(C)c(C)c2)c(=O)c(C#N)c1C | -9% | -2 | -1% | 0% | 7% | 21% | /
C#CCOCCOCCOCCNc1nc(N2CCN(C(=O)CCCCCCCCCCNC(=O)Cn3cc(CCCCCN)nn3)CC2)nc(N2CCN(C(=O)CCCCCCCCCCNC(=O)Cn3cc(C[C@@H](C)O)nn3)CC2)n1 | 277%[activator] | / | / | -4% | 0.33µM* | 0.29µM* | /
CCn1c(C(=O)NCCCc2ccccc2)cc2sccc21 | -25% | 13 | 1% | 15% | -4% | 12% | 40
COc1ccc(-c2cc(C(F)(F)F)nc(N)n2)cc1 | -10% | 16 | 1% | -2% | 77%[activator] | ? | 36
COc1ccc(CNC(=O)Cn2ccc(NC(=O)OCc3ccccc3)nc2=O)cc1 | -11% | / | / | -1% | 0% | ? | /
Cc1c(Cl)cccc1NC(=O)CNC(=O)c1ccccc1F | -10% | -1 | -1% | -5% | 18% | -4% | 9
Cc1cccc(NC(=S)NC(=O)c2ccc(-c3ccccc3)cc2)n1 | -13% | 26* | -1% | 2% | 50%[activator] | ? | 37*
O=C(NC12CC3CC(CC(C3)C1)C2)c1cc(F)c(F)c(F)c1F | -28% | -2 | -1% | 1% | 1% | 10% | -2
COc1ccc(NC(=O)CSc2nccn2C)cc1S(N)(=O)=O | 1% | -7 | -2% | 1% | 2% | 6% | -2
Cn1c(C2=C(O)CN(Cc3ccccc3)C2=N)[n+](C)c2ccccc21 | -17% | 15 | 2% | -5% | -5% | -13% | 50
COc1cc(F)c(C2=CC(=O)CC(C)(C)C2)cc1F | -11% | / | / | -5% | 29% | 20% | /
CCC(=NCc1ccccc1)C1=C(O)C(C(=O)OC)C(C)(C)CC1=O (stereo not given) | 23% | 2 | 9% | -15% | 7% | 12µM* | -8
N/C(=N\OC(=O)c1cccc(Cn2cc(C(F)(F)F)ccc2=O)c1)c1ccccc1 | 24% | 32* | 1% | -9% | ? | ? | 41*
COc1ccc(C2C(C#N)=C(N)Oc3n[nH]c(C)c32)cc1Cn1nnc2ccccc21 (stereo not given) | 77%[activator] | -6 | 5% | -5% | -12% | / | -6
O=C(Nc1cccc(S(=O)(=O)N2CCCCCC2)c1)C1=COCCO1 | -27% | / | / | -9% | 8% | 13% | /
Cc1cccc(C(=O)CC(=O)c2cc(Cl)ccc2O)c1 | -41% | 27* | -12% | 6% | / | / | 50*
Cc1ccc2nc(NC(=O)C3CCN(C(=O)c4ccc(F)cc4)CC3)sc2c1 | 39% | 26 | -2% | 0% | -10% | -13% | 18
Cc1c(Cl)cccc1NC(=O)[C@@]1(CC(=O)O)CC(/C=C/c2ccccc2)=NO1 | -23% | 9 | -2% | 1% | 19% | 13% | 4
COc1ccc(CCNC(=O)C(=O)NCC2OCCN2C(=O)c2ccc(Cl)cc2)cc1 (stereo not given) | -9% | 1 | 0% | ? | ? | 11% | -2
CC(=O)c1cc2c(cc1N/C(=N/S(=O)(=O)c1ccc(C)cc1)c1ccc(Cl)cc1)OCO2 | -5% | -3 | 1% | -3%&-10% | 1% | ? | -2
O=C(CSc1nc2c(sc3ccccc32)c(=O)n1CCc1ccccc1)NCc1ccco1 | -23% | -1 | 4% | 1% | / | ? | -3
CCc1ccc(NC(=O)C2CC=CCC2C(=O)O)cc1 (stereo not given) | -19% | -10 | 2% | -4% | 10% | 18% | -5

# An excerpt of these results, as labelled records:
SMILES: Cc1c(Cl)cccc1NC(=O)CNC(=O)c1ccccc1F
  AmpC no deterg: -10% | CHX counter: -1 | LmPK inhibitor: -1% | Tb PYK inh: -5% | Pf growth 48h: 18% | Pf growth 96h: -4% | Shiga inhibitor: 9

SMILES: Cc1cccc(NC(=S)NC(=O)c2ccc(-c3ccccc3)cc2)n1
  AmpC no deterg: -13% | CHX counter: 26* | LmPK inhibitor: -1% | Tb PYK inh: 2% | Pf growth 48h: 50%[activator] | Pf growth 96h: ? | Shiga inhibitor: 37*

# Later entries
SMILES | AmpC no deterg | CHX counter | LmPK inhibitor | Tb PYK inh | Pf growth 48h | Pf growth 96h | Shiga inhibitor
CSc1nnc(C)c(=O)n1COC(=O)/C=C/c1ccc2c(c1)OCO2 | 32% | 13 | 0%[11.5 µM] | -4% | 6% | 53%[activator] | 41
COC(=O)c1sccc1NC(=O)CSc1ccccc1NS(=O)(=O)c1ccc(F)cc1 | ? | 1 | -1% | 0% | -18% | -11% | 21
COc1ccc(C(=O)N2CCCC(c3ccccc3)C2)cc1 (stereo not given) | 29% | -2 | 4% | 1% | 0% | / | -10
O=C(COC(=O)Cc1n[nH]c(=O)c2ccccc12)Nc1c(Cl)cccc1C(F)(F)F | -2% | / | / | 6% | 3% | 53%[activator] | /
CSc1ccc(CNc2ccccn2)cc1 | -20% | 38* | -3% | 1% | 97%[activator] | 8% | 117*
Brc1ccc(-c2ccc(/C=N/Nc3nncc(-c4ccccc4)n3)o2)cc1 | -14% | -1 | 6% | -8% | / | -2% | -9
CCCc1cc(=O)oc2c(CN3CCCC3)c(O)c(Cl)cc12 | -10% | -4 | -2% | 0% | 3% | -16% | -21
COCc1nnc(NC(=O)c2ccc(NC(=O)C(C)C)cc2)s1 | -13% | -3 | -2% | -8% | 13% | ? | 47
Cc1cccc(NC(=O)COC(=O)Cc2cccs2)c1C | -22% | / | / | -1% | 1% | 15% | /
CC(C)(C)C(=O)N1CCN(c2ccc([N+](=O)[O-])c(NCc3cccnc3)c2)CC1 | 62%[activator] | -3 | -1% | 3% | ? | 15% | -8
Cc1ccc(CS(=O)(=O)Cc2ccc(C(=O)NC3CC3)o2)cc1 | -1% | -1 | 0% | -2% | -1% | 46%[activator] | -5
O=C(O)c1ccccc1-c1nc(-c2ccccc2)c(-c2ccccc2)[nH]1 | -16% | -6 | 4% | -3% | 9% | 38%[activator] | -7
CNC(=S)N1CCN(c2nc3ccccc3s2)CC1 | 203%[activator] | 46* | 9% | 0% | 107%[activator] | 43%[activator] | 69*
CCOc1ccc(Br)cc1CN(CC)CC | -12% | -2 | 3% | 0% | 92%[activator] | 14% | 8
CC(=O)Nc1ccc(C(=O)Nc2cccc(S(=O)(=O)N(C)c3ccccc3)c2)cc1 | -24% | / | / | 2% | 9.3µM* | ? | /
O=C(O)c1cc(N/N=C/c2cccnc2)ccc1Cl | -10% | 63* | 1% | -2% | 159%[activator] | 305%[activator] | 133*
Cc1cc(=O)nc2c3ccccc3n(C(C)C(=O)Nc3c(F)c(F)c(F)c(F)c3F)n12 (stereo not given) | -26% | 1 | 7% | 0% | 3.3µM* | 0% | -3
C/C(=N\NC(=O)c1cc(Cl)ccc1O)c1ccc(Br)s1 | -17% | 20 | -1% | 7% | 46%[activator] | 87%[activator] | 18
CC(=O)Nc1ccc(S(=O)(=O)Oc2ccccc2N2CCCCC2)cc1 | -9% | 1 | 2% | -1% | -11% | 6% | 10
COc1nc(NC(=O)c2ccc(F)cc2)nc(OC)c1-c1ccccc1 | -17% | 11 | 0% | 1% | -20% | ? | -1
CCOC(=O)CSc1nc(N2CCOCC2)c2c(c1C#N)CC(C(C)C)OC2 (stereo not given) | -5% | -3 | 10% | 0% | ? | ? | -7
COC(=O)C(COC(=O)c1c(F)cccc1F)NC(=O)c1c(F)cccc1F (stereo not given) | -9% | 12 | -1% | 4% | -7%[0.00184 µM] | -16% | 5
CCOC(=O)Cc1c(C)nc2c(-c3ccccc3)c[nH]n2c1=O | -2% | -1 | 8% | 6% | ? | / | -9
COc1cc(C(C)=O)ccc1OCC(=O)NCC1(N2CCCCC2)CCCCC1 | -20% | -6 | 1% | 4% | -6% | -13% | -3
CC1CCCN(C(=O)C2CCC(CNc3c(N4CCCCC4)c(=O)c3=O)CC2)C1 (stereo not given) | 5% | -2 | 5% | 2% | -14% | -18% | -9
C/C(CC(=O)Nc1ccc2c(c1)OCCO2)=N\NC(=O)COc1ccccc1C | -2% | 11 | -1% | -5% | 36%[activator] | 9% | 15
COc1cc(NC(=O)C2CCCCC2)c(OC)cc1NC(=O)c1ccccc1 | -13% | -3 | 9% | -17% | ? | ? | -8
Cc1ccc(Cl)cc1N1CCN(C(=O)c2ccc(CS(=O)Cc3ccc(Cl)cc3)o2)CC1 (stereo not given) | 160%[activator] | -4 | 0% | -5% | 21% | ? | -10
COc1ccccc1C(=O)C1CCCN(Cc2cn[nH]c2C2CCCCC2)C1 (stereo not given) | 47% | -3 | -8% | 0% | ? | 1% | -1
CC(C)Oc1cccc(-c2cc(C(=O)N3CCN(S(C)(=O)=O)CC3)c3ccccc3n2)c1 | 175%[activator] | 37* | -3% | -1% | ? | ? | 57
Cc1ccnc(NC(=O)c2cccc(NC(=O)c3ccccc3C)c2)c1 | -24% | 12 | 0% | -2% | 18% | 8% | 13
CCOC(=O)C1=C(COC(=O)CCOc2ccccc2)NC(=O)NC1C (stereo not given) | -7% | / | / | -4% | -20% | ? | /
CCCCNC(=O)C12CCC(C)(C(=O)C1Br)C2(C)C (stereo not given) | 7% | 2 | -7% | -6% | -9% | 0% | 6
CC(=O)c1ccc(NC(=O)C2CCN(S(=O)(=O)c3cccc4cccnc34)CC2)cc1 | -22% | -3 | 2% | -2% | 10% | ? | -9
Cc1cc(NC(=O)CSCC(=O)OCc2nnc(-c3ccccc3)o2)no1 | -10% | 16* | -4% | -3% | 22% | 26% | 30
Cc1cc(=O)oc2c3c(cc(OCC(=O)NCc4ccccc4)c12)OC(C)(C)CC3 | 30% | -3 | -2% | 1% | ? | 12µM* | -4
CC(=O)N1CCN(C(=O)CCNS(=O)(=O)c2ccc(Br)cc2)CC1 | -17% | / | / | -1% | 7% | -4% | /
CSc1ncccc1C(=O)NCCc1ccc(Cl)cc1 | 11% | 0 | 8% | 4% | 21% | -3% | -4
COc1ccccc1N1CCN(C(=O)c2ccc(Cn3c(=O)[nH]c4ccsc4c3=O)cc2)CC1 | 99%[activator] | 0 | 1% | 13% | ? | ? | -7
Cc1nn(-c2cccc(Cl)c2)c(Cl)c1/C=N/NC(=O)c1cccs1 | -19% | 29* | 1% | -4% | 10µM* | ? | 58*
CN(CCC#N)C(=S)Nc1ccc(S(=O)(=O)N2CCOCC2)cc1 | -16% | -3 | 6% | 3% | -6% | 8% | 1
CC(=O)c1ccc(C(=O)N(C)C2CCCN(Cc3ccccc3F)C2)s1 (stereo not given) | 21% | 6 | -1% | -5% | -10% | -18% | 9
CCN(CC)CCCN1C(=O)CSC1c1ccc2c(c1)OCO2 (stereo not given) | -12% | 2 | 1% | -7% | -17% | -7% | -13
CCC(C)NC(=O)CSc1nc2n[nH]c(C)c2c(=N)n1-c1ccc(OC)cc1 (stereo not given) | 6% | 8 | 3% | 3% | ? | 18% | 19

# Screening data as filed in PubChem BioAssay.
